AmpC detergent: inhibitors of E. coli AmpC beta-lactamase with detergent | AID 485294 | Potency, µM (titrated, usually from 114 µM), for the others: at the top dose activity change, negative = inhibition, usual class: inhibitors | 370,000 tested, 0.041% active | P00811 | AmpC hydrolysis of nitrocefin, absorbance 480 nm, 0.01% Triton;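 note: potency is the fitted concentration of half-maximal effect; 0% = no-compound wells and -100% = no-enzyme wells; nearly all actives have a fitted effect of over 25% in size; some results filed as inactive show a strong effect at the top dose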
Target sequence (P00811 whole entry, looked up): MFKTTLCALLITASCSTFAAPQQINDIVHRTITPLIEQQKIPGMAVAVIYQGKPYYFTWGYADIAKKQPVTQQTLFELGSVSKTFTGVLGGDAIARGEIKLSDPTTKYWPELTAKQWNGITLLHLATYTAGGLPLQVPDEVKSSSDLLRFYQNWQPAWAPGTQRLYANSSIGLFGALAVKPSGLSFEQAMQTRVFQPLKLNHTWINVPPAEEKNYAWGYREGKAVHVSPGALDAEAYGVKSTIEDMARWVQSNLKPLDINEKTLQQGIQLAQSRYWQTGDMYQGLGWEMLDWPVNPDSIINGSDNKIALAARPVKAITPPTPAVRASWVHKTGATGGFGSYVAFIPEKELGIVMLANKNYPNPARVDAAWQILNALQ
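20 mM phosphate pH 7.0 + 0.01% (detergent screen) or 0.0001% Triton X-100; 5.3 nM AmpC reagent; cpd preinc 15 min RT; nitrocefin (800 uM stock) to start; A480 q20 s × 4 min; Activity was normalised to no-enzyme and no-compound control wells.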
Giardia FBPA inh: blocks Giardia fructose-bisphosphate aldolase activity | A8B2U2 | purified Giardia FBPA | Potency, µM (titrated, usually from 59.6 µM), for inactives: at the highest dose activity, negative = inhibition, most hits filed as inhibitors | 290,000 tested, 0.71% active; note: potency is the fitted concentration of half-maximal effect; % is set by controls: 0 for no effect and ±100 for the full control effect; nearly all actives have a fitted effect of over 55% in size
Target sequence (A8B2U2 whole entry, looked up): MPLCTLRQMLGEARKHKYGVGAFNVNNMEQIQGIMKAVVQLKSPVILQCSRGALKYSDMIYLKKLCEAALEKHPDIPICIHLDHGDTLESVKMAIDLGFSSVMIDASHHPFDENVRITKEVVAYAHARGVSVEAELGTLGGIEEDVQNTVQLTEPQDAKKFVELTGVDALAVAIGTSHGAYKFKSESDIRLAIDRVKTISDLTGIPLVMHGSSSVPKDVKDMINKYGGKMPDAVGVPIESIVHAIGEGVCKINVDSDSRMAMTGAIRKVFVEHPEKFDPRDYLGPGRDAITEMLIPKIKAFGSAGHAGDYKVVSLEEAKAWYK
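40 nM FBPA preincubated 10 min at RT with compound (up to 57.5 uM final), then substrate plus GAPDH/TPI/NAD/arsenate coupling and diaphorase/resazurin added. Fluorescence read after 20 min at RT, 525/598 nm.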
AMA1 RON2 block: disrupts binding of P. falciparum AMA1 to RON2 | AlphaScreen AMA1-biotinylated RON2 peptide binding | Potency, µM (titrated, usually from 58.2 µM), without a hit: at the highest dose activity change, negative = inhibition, hits mostly inhibitors | 360,000 tested, 0.2% active | AID 720542;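 note: potency is the fitted concentration of half-maximal effect; 0% = vehicle wells and -100% = peptide control; nearly all actives have a fitted effect of over 45% in size; some results filed as inactive show a strong effect at the top dose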
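AMA1 (3D7) with his tag at 25 nM final met compounds first, then biotinylated RON2 peptide at 25 nM; detection used donor plus acceptor beads, 10 µg/mL apiece, read by AlphaScreen after 30 min at room temperature.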
HCMV antiviral: inhibitors of human cytomegalovirus. 410,000 tested, 4.5% active. activity change, negative = inhibition, % at 57.5 µM. HFF cells, HCMV-luciferase reporter, 72 h; stronger effect = lower value; in the data active = activity change below about -60%; inconclusive = no clear call, values can overlap the other calls; inactive = above about -39%; note: % is set by controls: 0 for no effect and ±100 for the full control effect
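Steps: HFFs plated, 16 h 37C; compounds added; HCMV-luciferase added to MOI 1 PFU/cell; 72 h 37C; OneGlo reagent, 5 min room temperature; luminescence read, normalized to controls.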
AmpC inh no detg: blocks E. coli AmpC beta-lactamase in detergent-free assay | AmpC nitrocefin hydrolysis, absorbance 480 nm, 0.0001% Triton | Potency, µM (highest dose often 57.1 µM), for inactives: top-dose activity change, negative = inhibition, hits mostly inhibitors | 330,000 tested, 0.52% active;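 note: potency is the fitted concentration of half-maximal effect; plate controls were no compound for no effect and no enzyme for full effect; nearly all actives have a fitted effect of over 20% in size; some results filed as inactive show a strong effect at the top dose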
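20 mM phosphate pH 7.0 + 0.01% (detergent screen) or 0.0001% Triton X-100; 5.3 nM AmpC reagent; cpd preinc 15 min RT; nitrocefin (800 uM stock) to start; A480 q20 s × 4 min; Activity was normalised to no-enzyme and no-compound control wells.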
CHX counter: counter-screen hit for Shiga toxin inhibitors, cycloheximide; max response, %; AID 2314; 300,000 tested, 12% active; cell reporter, cycloheximide protein synthesis inhibition counterscreen; in the data active = max response mostly above about 13%, no sharp cut-off; inactive = mostly below about 14%; note: read at 38.3 µM for the half of the compounds with a filed dose; 0% is about no effect
Shiga toxin inh: Shiga toxin inhibition; Vero cells, Shiga toxin protein synthesis inhibition reporter; inhibition, % at 38.7 µM; 290,000 tested, 9.2% active; AID 2315; in the data active = inhibition mostly above about 28%, no sharp cut-off; inactive = mostly below about 43%; note: 0% is about no effect
Numbers without * were called inactive; ? = inconclusive; · = not tested or not shown; + = active, no number; & = joins results of further samples; [ ] = remark or other dose. Unless noted, calls come from the whole dose curve; as a rule, active = well fitted curve in the direction sought with a large enough effect; inconclusive = small, poorly fitted or top-dose-only effect, or another doubt; inactive = no such curve, though single readings can be large; an effect the other way counts as inactive or inconclusive.

SMILES	AmpC detergent	Giardia FBPA inh	AMA1 RON2 block	HCMV antiviral	AmpC inh no detg	CHX counter	Shiga toxin inh
CCC(=O)CC(c1ccccc1)c1c(O)c2ccccc2sc1=O (stereo not given)	-4%	21%	6%	-38	-27%	-4	-1
O=C(NC(NC(=O)c1ccccc1)c1ccccc1)c1ccccc1	-14%	7%	2%	4	-32%	-8	-8
O=C(Nc1ccccc1F)c1coc(=O)c(Br)c1	-11%	2%	6%	-7	-32%	51*	+
CCn1c(Oc2ccc(F)cc2)nc2c1c(=O)n(C)c(=O)n2C	2%	5%	1%	?	18%	-2	-11
O=C(CN(Cc1cccs1)S(=O)(=O)c1ccc(S(=O)(=O)NC2CCCCC2)cc1)Nc1ccccc1	-11%	-1%	-14%	-32	-28%	8	-9
O=C1OC(c2ccccc2)=N/C1=C\C=C\c1ccccc1[N+](=O)[O-]	?	2%	6%	-6	-29%	-1	-3
Cc1ccc(C)c(N2CCN(C(=O)Nc3ccc4c(c3)N(C)C(=O)CS4)CC2)c1	3%	5%	-21%	-16	-48%	-2	7
Cc1ccc(C)c(N2CCN(C(=O)Cn3c(=O)[nH]c4ccsc4c3=O)CC2)c1	1%	1%	0%	5	21%	0	10
COc1ccccc1CNC(=O)COC(=O)Cc1ccsc1	1%	3%	7%	1	-10%	7	-6
N#C/C(=C\c1ccccc1)C(=O)OCC(=O)N1CCCC1	?	-9%	-4%	-18	-11%	-8	12
O=C(O)Cc1sc(Nc2ccc(Cl)cc2)nc1-c1cccs1	-2%	18µM*	20%	7	-42%[11.4 µM]	47*	75*
O=C(NC1CC1)C1=C[C@@H](c2coc3ccccc3c2=O)C[C@@H](OCCCCO)O1	-2%	0%	-12%	-16	47%	-3	3
N=c1n(CC(=O)c2ccc([N+](=O)[O-])cc2)c2ccccc2n1Cc1ccc(Cl)cc1	-8%	-2%	-9%	-13	-15%	-4	10
Cc1cc(C2=NNC(=NC3CC3)SC2)c(C)n1-c1ccccc1	-3%	1%	50%[activator]	-77*	-3%	-1	-6
O=C(O)c1ccccc1C(=O)Nc1ccc(-n2nccc2C(F)(F)F)cc1	6%	5%	-3%	8	-33%	9	31*
COc1ccc(/C=N/N2CCN(C)CC2)cc1O	-7%	?	-7%	-24	-16%	0	4
Nc1c2nc(-c3ccccc3Cl)[nH]c(=O)c2nc(=O)n1-c1ccccc1	-13%	-2%	76%[activator]	-3	?	22*	58*
COc1ccc(C(=O)N/N=C/c2ccc(OC)c(CSc3ccccn3)c2)cc1	?	-6%	10%	-65*	-49%	18	12
COc1ccc(NC(=O)N(C)C[C@H]2Oc3c(NS(=O)(=O)c4cn(C)cn4)cccc3C(=O)N([C@H](C)CO)C[C@@H]2C)cc1	·	·	-9%	-3	-9%	·	·
O=C(Nc1cccc(F)c1)C1CC(=O)N(c2ccc(Cl)cc2)C1 (stereo not given)	-4%	1%	-11%	9	-14%	-4	-9
Cc1ccc(C(=O)NCCN2C3=NC[C@H](C(C)C)N3C[C@H]2Cc2ccc(O)cc2)cc1Br	6%	-2%	-5%	-13	-2%	3	-6
NS(=O)(=O)c1ccc(N=NN2CCCCC2)cc1	0%	2%	-9%	-34	-45%	52*	56*
O=[N+]([O-])c1ccc(Cl)c(S(=O)(=O)Nc2cccc(-c3ccc(N4CCCC4)nn3)c2)c1	-15%	·	-8%	-11	-54%	·	·
CCN1CCN(S(=O)(=O)c2cc(OC)c(Cl)cc2OC)CC1	2%	2%	13%	3	-3%	6	21
CC/C(=C\C(=O)c1ccncc1)Nc1ccc(Br)cc1	-5%	0%	-1%	-40	-9%	-3	-8
Cc1[nH]c2ccccc2c1SCCNC(=O)c1ccc(S(=O)(=O)N2CCCC2)cc1	?	1%	-12%	-3	-13%	-6	-10
CCCC(=O)Nc1ccc(C(=O)Nc2ccc([N+](=O)[O-])cc2OC)cc1	3%	-4%	0%	-25	-27%	11	-8
Cc1ccc(-n2c(=S)[nH]c3c(oc4ccccc43)c2=O)cc1	-6%	14%	55%[activator]	-6	-2%	40*	69*
CCCCCn1c(Sc2ccccc2)nc2c1c(=O)[nH]c(=O)n2C	-14%	0%	5%	16	-10%	1	-3
C/C(=N\NC(=O)C(N)=O)c1ccc(Br)cc1	-9%	-4%	-9%	-21	-35%	-1	13
Cc1ccc(CNCC(O)(c2ccc(F)cc2)c2ccc(F)cc2)cc1	-10%	1%	9%	6	1%	-4	-1
Cc1ccc(NC(=O)C2CC(=O)Nc3ncnn32)c(C)c1 (stereo not given)	?	-1%	-3%	1	-17%	-3	-5
COc1ccc(C(CC(=O)Nc2ccccc2OC)n2cccc2)cc1 (stereo not given)	?	-5%	?	-23	-15%	-1	34
O=C(O)c1cccc(OS(=O)(=O)c2cc(Br)ccc2Br)c1	-9%	·	-5%	59	-25%	·	·
COc1ccc(-c2n[nH]c(=S)n2/N=C/C=C/c2ccccc2OC)cc1	-9%	16%	45%[activator]	21	-58%	-3	-3
CC1(C)C2CCC1(CS(=O)(=O)Nc1cccc(S(N)(=O)=O)c1)C(=O)C2 (stereo not given)	-8%	7%	1%	13	49%[activator]	-1	-4
O=C(NCCc1cccs1)c1ccc(CS(=O)Cc2ccc(Cl)cc2)o1 (stereo not given)	1%	·	6%	-24	23%	14	-3
COc1ccc2c(Cl)c(C(=O)N/N=C/c3c(C)[nH]c4ccccc34)sc2c1	-13%	0%	18%	-26	-16%	4	-1
O=C(CNC(=O)c1ccco1)N/N=C/c1ccc(O)cc1O	0%	·	93%[activator]	6	-4%	-1	-2
CC1CCCN(CCOCCSc2ccccc2)C1 (stereo not given)	-8%	-23%	-15%	-40	-1%	-4	-15

Some of these compounds in order of count of non-hydrogen atoms, ascending.
SMILES	AmpC detergent	Giardia FBPA inh	AMA1 RON2 block	HCMV antiviral	AmpC inh no detg	CHX counter	Shiga toxin inh
COc1ccccc1CNC(=O)COC(=O)Cc1ccsc1	1%	3%	7%	1	-10%	7	-6
Nc1c2nc(-c3ccccc3Cl)[nH]c(=O)c2nc(=O)n1-c1ccccc1	-13%	-2%	76%[activator]	-3	?	22*	58*
COc1ccc2c(Cl)c(C(=O)N/N=C/c3c(C)[nH]c4ccccc34)sc2c1	-13%	0%	18%	-26	-16%	4	-1

(cont.)
SMILES	AmpC detergent	Giardia FBPA inh	AMA1 RON2 block	HCMV antiviral	AmpC inh no detg	CHX counter	Shiga toxin inh
COc1ccc(-c2nc(CSCC(=O)NC3CCCc4ccccc43)c(C)o2)cc1 (stereo not given)	?	-2%	-17%	-12	57%	-3	-8
Cc1ccc(S(=O)(=O)Nc2cc(-c3ccccc3)nn2C)cc1Cl	-7%	?	-4%	28	-18%	0	-3
COC(=O)Cn1cnc2c(oc3ccccc32)c1=O	-9%	6%	-6%	·	-11%	36*	41*
CCOC(=O)C1=C(CS(=O)(=O)c2ccc(C)c(C)c2)NC(=O)NC1c1ccc(O)cc1 (stereo not given)	0%	-1%	43%[activator]	-10	-22%	-4	-6
Cc1ccc(S(=O)(=O)NC(Cc2ccccc2)C(=O)NN)cc1 (stereo not given)	?	-12%	15%	9	-35%	-1	16
CC1(C)Cc2c(sc3c2C2=NCCN2C=N3)CS1	4%	-2%	11%	-18	-5%	-4	-12
O=C(Nc1nc(-c2ccc(F)c(F)c2)cs1)C1=COCCO1	-7%	·	6%	-24	-16%	·	·
CCN(CC)c1ccc(NC(=O)CSc2nnc3nc(C)cc(C)n23)cc1	-3%	2%	-12%	-107*	4%	4	44
O=C(CN1CCN(S(=O)(=O)c2ccc(Cl)cc2)CC1)NCC1(N2CCOCC2)CCCCC1	3%	·	2%	0	67%[activator]	·	·
N#CC1=C(SCC(=O)Nc2ccccc2)NC(=O)CC1c1ccc(O)cc1 (stereo not given)	?	-2%	-6%	-34	-26%	0	54
CCCCc1nnc(NC(=O)C2CC(=O)N(c3ccc4c(c3)OCCO4)C2)s1 (stereo not given)	-7%	0%	7%	-11	-18%	-2	13
Cc1ccc(-n2cccn2)c(CN2CCCC(C(=O)c3ccc4c(c3)OCO4)C2)c1 (stereo not given)	0%	9%	-5%	-73*	37%	2	-7
Cc1nc(N2CCC(C)CC2)c2c(C)c(C(=O)Nc3ccc(C(F)(F)F)cc3)sc2n1	1%	-15%	-4%	-12	1%	12	2
CC(=O)Nc1ccc(OCC(=O)NCCc2ccc(Cl)cc2)cc1	-2%	3%	4%	-24	-25%	-2	-18
CCOC(=O)c1cc2c(=O)c3cc(C)ccc3oc2nc1C	0%	9%	-6%	·	-7%	40*	52*
COc1ccc(C(=O)c2coc3ccc(O)c(CN4CCCC4)c23)cc1	?	2%	-8%	13	-17%	-2	-5
Cc1cc(C)c(C)c(S(=O)(=O)NCc2ccco2)c1C	-5%	-7%	·	·	·	2	17
CCOC(=O)c1c(C)[nH]c(C(=O)CSc2nc3ccccc3o2)c1C	3%	9%	0%	31	-17%	5	17
O=C(NCc1cccnc1)c1ccc(COc2ccc3c(c2)CCC3)o1	-21%	-7%	-27%	24	88%[activator]	5	-5
COc1ccc(NC(=O)CNC(=O)Cn2c(C)cc3ccccc3c2=O)c(OC)c1	6%&6%	1%	4%	22&-19	-4%	-1	-6
CCCCN(C(=O)CNC(=O)c1ccco1)C(C(=O)NC1CCCCC1)c1cccnc1 (stereo not given)	-13%	-1%	-10%	1	-5%	-2	-17
O=C(COc1ccc(F)cc1)Nc1ccc2c(c1)OCCO2	3%	4%	3%	123	-32%	44*	70*
CC(C)C(=O)N(Cc1cc(=O)[nH]c2ccccc12)c1ccccc1	10%	19%	-20%	5	-6%	-6	-13
CCCNC(=O)COc1cccc(C(=O)NCc2ccccc2)c1	2%	0%	11%	-23	-8%	-2	-5
COc1ccc(C)cc1NC(=O)c1ccc(-c2ccc(C(C)=O)cc2)o1	?	1%	·	·	-24%[11.4 µM]	16	-3
COCCN=C1OC(=O)N2C(=O)C3=C4[C@@H](C[C@H]5C(=O)N(c6ccccc6)C(=O)[C@H]5[C@H]4[C@@]12Cc1ccccc1)[C@H]1C(=O)N(c2ccccc2)C(=O)[C@H]1[C@H]3C	-2%	0%	7%	0	174%[activator]	3	12
COc1ccc(C(=O)Nc2ccc(NC(=O)Cc3ccccc3)cn2)cc1	1%	-21%	12%	46	-20%	20*	31
COc1ccccc1CC(=O)Nc1ccc2c(C)cc(=O)oc2c1	-10%	3%	5%	-1	-19%	2	12
COc1cc(CNc2ccc(N3CCOCC3)cc2)cc(Br)c1OC	-7%	-7%	?	9	-2%[2.29 µM]	-2	1
Cc1cccc2c1OCC/C2=N\NC(=O)COc1ccccc1	?	3%	4%	89	-34%	60*	133*
CC(Sc1ccccn1)C(=O)Nc1ccc2c(c1)OCO2 (stereo not given)	1%	·	2%	0	-17%	·	·
Clc1ccc2nc(-c3cccc(SC4CCCCC4)c3)c(NCc3ccccc3)n2c1	-4%	·	23%	-12	-24%	·	·

Assay outcomes deposited in PubChem BioAssay by National Center for Advancing Translational Sciences (NCATS).
